Mtb BioA inh: M. tuberculosis BioA enzyme inhibitors, primary screen, biochemical, plate reader, single point, HTS; 7,8-diaminopelargonic acid synthase BioA (Mycobacterium tuberculosis); purified M. tuberculosis BioA enzyme; inhibition, % at 9.99 µM; hit rate 0.096% among 360,000; in the data active = inhibition above about 40%; inconclusive = no clear call, values can overlap the other calls
Mtb UGM inh: M. tuberculosis UGM enzyme inhibitors, primary screen, biochemical, fluorescence polarization, single point; UDP-galactopyranose mutase (Mycobacterium tuberculosis (strain ATCC 25618 / H37Rv)), …; purified UGM, fluorescence polarization probe displacement; inhibition, % at 10 µM; hit rate 0.06% among 320,000; in the data active = inhibition above about 10%, passing the limit was not always enough; inconclusive = no clear call, values can overlap the other calls
Target sequence (P9WIQ1 whole entry, looked up): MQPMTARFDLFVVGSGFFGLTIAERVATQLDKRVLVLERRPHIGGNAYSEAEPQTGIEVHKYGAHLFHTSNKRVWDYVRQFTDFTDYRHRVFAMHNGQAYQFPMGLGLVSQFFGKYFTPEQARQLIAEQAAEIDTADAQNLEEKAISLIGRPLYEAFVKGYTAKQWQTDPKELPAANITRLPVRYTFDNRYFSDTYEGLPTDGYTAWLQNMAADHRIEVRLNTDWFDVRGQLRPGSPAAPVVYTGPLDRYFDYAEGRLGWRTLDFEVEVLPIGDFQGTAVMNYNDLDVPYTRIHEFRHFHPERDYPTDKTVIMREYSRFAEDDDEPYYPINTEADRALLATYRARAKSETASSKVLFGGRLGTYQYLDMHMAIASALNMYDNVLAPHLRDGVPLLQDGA
FBA Mtb inh: Mtb FBA enzyme inhibitors, primary screen, biochemical, fluorescence, strain H37Rv; inhibition, % at 1 µM; hit rate 2.3% among 360,000; purified M. tuberculosis FBA, fluorescence read-out; in the data active = inhibition above about 27%;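 note: 0% = vehicle and 100% = reference inhibitor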
Target sequence (P9WQA3 whole entry, looked up): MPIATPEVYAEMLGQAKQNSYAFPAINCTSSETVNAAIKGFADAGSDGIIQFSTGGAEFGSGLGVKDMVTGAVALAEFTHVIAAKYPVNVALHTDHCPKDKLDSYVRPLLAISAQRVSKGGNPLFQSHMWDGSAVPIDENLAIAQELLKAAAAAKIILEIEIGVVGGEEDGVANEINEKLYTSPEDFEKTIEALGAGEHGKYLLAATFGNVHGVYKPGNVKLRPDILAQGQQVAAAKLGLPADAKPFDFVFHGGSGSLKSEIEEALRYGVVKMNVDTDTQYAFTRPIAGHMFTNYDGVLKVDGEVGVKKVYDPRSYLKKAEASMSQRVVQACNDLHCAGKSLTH
BoNT-F LC inh: BoNT/F light chain protease inhibitors, primary screen, biochemical, flow cytometry, MLPCN library. Botulinum neurotoxin type F light chain protease (Clostridium botulinum). AID 588497, 2011. inhibition, % at 10 µM. hit rate 0.22% among 360,000. Multiplex microsphere protease cleavage assay; in the data active = inhibition above about 35%, passing the limit was not always enough; inconclusive = no clear call, values can overlap the other calls; note: plate controls were buffer without enzyme for full effect and enzyme alone for no effect
PrPC surface inh: inhibitors of human cell surface prion protein PrPC, primary screen, cell-based, TR-FRET. Major prion protein (Homo sapiens), P04156. TR-FRET read-out. inhibition, % at 13.8 µM. hit rate 0.43% among 370,000. AID 720596, 2013; in the data active = inhibition above about 24%; note: 0% = median of the test wells and 100% = reference compound wells
BoNT A protease: BoNT/A light chain protease inhibitors, primary screen, biochemical, flow cytometry, MLPCN library; hit rate 0.17% among 360,000; AID 588499, 2011; inhibition, % at 10 µM; Botulinum neurotoxin type A light chain protease (Clostridium botulinum A str. ATCC 3502); multiplex microsphere protease substrate cleavage; in the data active = inhibition above about 30%; inconclusive = no clear call, values can overlap the other calls; note: plate controls were buffer without enzyme for full effect and enzyme alone for no effect
CCHFV vOTU inh: CCHFV vOTU protease inhibitors, primary screen, biochemical, Pep-AMC substrate, fluorescence; AID 651958, 2012; hit rate 0.55% among 370,000; inhibition, % at 11.5 µM; note: 0% = vehicle wells with enzyme and 100% = no enzyme wells
FadD28 FP inh: inhibitors of FadD28 bisubstrate probe binding, primary screen, biochemical, fluorescence polarization, single point; Mycobacterium tuberculosis FadD28 fatty-acid-AMP ligase; inhibition, % at 12.5 µM; hit rate 0.22% among 360,000; AID 588549, 2011; in the data active = inhibition above about 8.5%, passing the limit was not always enough; inconclusive = no clear call, values can overlap the other calls
GDH-TPI counter: GDH-TPI coupling enzyme inhibitors, primary screen, artefact control for M. tuberculosis FBA inhibitor project, biochemical, absorbance, full deck; hit rate 1.2% among 360,000; inhibition, % at 4.8 µM; GDH-TPI coupled enzyme counterscreen, NADH absorbance; AID 588335, 2011;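 note: 0% = DMSO wells and 100% = wells lacking the enzyme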
* = called active by the depositor; ? = inconclusive; · = no result given. Cut-off read from the data, not from the text of the source, unless noted: active = inhibition above about 30%; inactive = the rest.

SMILES	PrPC surface inh	Mtb BioA inh	FadD28 FP inh	CCHFV vOTU inh	Mtb UGM inh	FBA Mtb inh	BoNT A protease	GDH-TPI counter	BoNT-F LC inh
COc1cc(C(=O)Nc2cc(C(F)(F)F)ccc2N2CCOCC2)ccc1O	-4	·	-1.2	-9	-1.8	1	-0.7	2	7
COc1cc(Br)cc2cc(C(=O)NCC3CCCO3)c(=O)oc12 (configuration not stated)	0	-0.8	-0.4	-3	3.0	2	?	4	-3
CCCCN(CC)C(=O)C1CCCN(S(=O)(=O)c2cccc3nsnc23)C1 (configuration not stated)	-27	-1.5	0.9	-10	1.0	5	1.3	19	-2
O=C(Cn1nnc2ccccc21)OCC(=O)c1ccc(F)cc1	0	-0.6	-1.3	-2	-1.0	-1	·	2	·
COCCn1nnnc1CN(Cc1cc2cc(OC)c(OC)cc2[nH]c1=O)C1CCCC1	-9	·	-2.6	-19	3.3	39*	-0.1	4	-1
Nc1ccccc1SC1CC(=O)N(c2ccccc2Cl)C1=O (configuration not stated)	6	-0.1	-3.9	16	0.1	0	-3.4	0	?
COCCn1c(C)cc(/C=C(\C#N)C(=O)OCC(=O)N(C)c2c(N)n(Cc3ccccc3)c(=O)[nH]c2=O)c1C	-13	1.7	-3.1	4	-3.1	-3	-2.1	14	2
O=C(c1cc(Cl)cc(Cl)c1)N1CCC(=O)N([C@H](COCc2ccccc2)Cc2ccccc2)CC1	8	·	·	22	·	·	0.4	·	5
Nc1nccc(-c2cc(-c3ccc(Cl)cc3Cl)no2)n1	-1	-0.9	0.1	-6	-0.4	16	3.6	2	?
COC(=O)c1cc(NC(=O)c2cc(C)oc2C)cc(C(=O)OC)c1	-5	-1.3	-7.3	0	-0.1	3	0.4	0	-4
CN1OC[C@@H]2CN(Cc3ccccc3)[C@H](c3cccc(-c4ccccc4)c3)C[C@@H]21	-4	-0.8	-3.3	3	·	0	0.1	6	-4
CCOC(=O)C1=C(C)NC2=C(C(=O)CCC2)C1c1cccnc1 (configuration not stated)	-4	0.4	-1.9	-57	0.5	36*	-1.9	13	-6
CC1CCN(Cc2nnnn2-c2ccc(Cl)cc2)CC1	0	2.8	-4.2	2	3.3	-2	-0.2	-5	0
O=C1/C(=C\c2ccccc2)CCC/C1=C/c1ccccc1	1	·	-0.8	12	·	-3	0.9	15	-7
Cc1ccc(NC(=O)COC(=O)c2c(-c3ccccc3)noc2C)c(C)c1	6	-2.3	0.3	6	-1.9	1	0.1	0	-4

The final two compounds of the part before are carried over, then new ones follow.
SMILES	PrPC surface inh	Mtb BioA inh	FadD28 FP inh	CCHFV vOTU inh	Mtb UGM inh	FBA Mtb inh	BoNT A protease	GDH-TPI counter	BoNT-F LC inh
O=C1/C(=C\c2ccccc2)CCC/C1=C/c1ccccc1	1	·	-0.8	12	·	-3	0.9	15	-7
Cc1ccc(NC(=O)COC(=O)c2c(-c3ccccc3)noc2C)c(C)c1	6	-2.3	0.3	6	-1.9	1	0.1	0	-4
COc1ccc(C(c2nnnn2Cc2ccccc2)N2CCN(C(=O)c3ccco3)CC2)cc1OC (configuration not stated)	-5	13	-4.6	1	-1.2	-1	0.3	-3	8
CCC/C(=N\NC(=O)Cc1csc(N2CCOCC2)n1)c1ccccc1	-2	·	-1.3	-5	-0.2	-5	-0.6	2	-5
COCC1CCN(Cc2cn[nH]c2-c2ccc(OC)c(F)c2)C1 (configuration not stated)	4	-0.2	-4.0	-9	0.0	0	-0.2	-2	2
COc1ccc([C@H]2CC(=O)C[C@@H](CCn3cc(CC4CCCC4)nn3)O2)cc1	4	·	·	-4	·	·	-1.0	·	0
CN(C)CCNC(=O)c1ccc(-c2cn3c(-c4ccc(Oc5ccccc5)cc4)cnc3cn2)cc1	-25	-3.9	-17	-12	·	11	0.6	4	-23
CC1(c2ccccc2)NC(=O)N(CC(=O)N2CCOCC2)C1=O (configuration not stated)	-1	-0.9	0.2	3	-2.5	0	-0.4	-9	2
O=C(NS(=O)(=O)c1ccccc1)c1ccccc1O	-3	6.1	-1.2	-2	0.4	-3	0.2	-6	0
O=C(O)[C@H]1CCCC[C@H]1C(=O)NCCNC(=O)[C@@H]1CCCC[C@@H]1C(=O)O	2	·	-1.0	-8	-3.1	-1	?	6	-5
Cc1cccc(-n2nc3c(c2NC(=O)c2ccc4c(c2)OCO4)CS(=O)(=O)C3)c1C	-1	-0.4	0.1	5	-2.4	2	0.6	5	-3
CC(C)n1c(O)c(N=NC(=O)Cc2csc(N3CCOCC3)n2)c2ccccc21	-8	-1.4	-2.6	10	-1.3	-2	0.3	4	3
COc1cnc(-c2cccc(C(F)(F)F)c2)nc1OC	-5	·	-3.2	-7	0.0	1	-0.8	0	-3
CC(C)CC(=O)NC(=S)NNC(=O)c1ccc(NC(=O)C2CCCCC2)cc1	-5	·	-2.2	1	-0.4	2	-1.5	9	-8
CCOC(=O)N1CCC(N2C(=O)c3ccccc3C2Nc2ccccc2)CC1 (configuration not stated)	4	9.5	-0.3	-3	1.2	4	1.3	-14	1
O=C(N/N=C/c1c(Cl)cccc1Cl)C(=O)NC1CC1	1	·	-4.2	-7	1.5	2	0.1	-10	-4
N#CC1=C(N)OC2=C(CN(Cc3ccccc3)C/C2=C\c2cccnc2)C1c1cccnc1 (configuration not stated)	-11	26	-1.2	-1	2.0	-5	-0.3	-9	-2

More compounds follow.
SMILES	PrPC surface inh	Mtb BioA inh	FadD28 FP inh	CCHFV vOTU inh	Mtb UGM inh	FBA Mtb inh	BoNT A protease	GDH-TPI counter	BoNT-F LC inh
CC(NC(=O)c1ccc(CS(=O)(=O)Cc2ccccc2F)o1)c1ccc2c(c1)OCCO2 (configuration not stated)	3	-2.1	-1.7	-7	-3.1	-1	-0.2	-12	-10
Cc1cc(C)n(C(=O)c2ccc(S(=O)(=O)N3CCCC3)cc2)n1	-5	-0.4	-1.0	4	-3.8	-4	-0.1	-2	10
O=C(CCc1ccccc1)NN1C(=O)C2C3C=CC(C3)C2C1=O (configuration not stated)	-3	·	-1.4	7	2.6	-1	-0.1	0	-3
O=C(O)c1c(-c2ccccc2)cnc2ccccc12	-3	0.3	1.7	-6	·	-1	-0.4	1	2
COc1ccc(C(=O)NC(=S)NNC(=O)c2ccc(NC(=O)C(C)C)cc2)cc1	-11	·	-0.2	4	4.7	-4	-1.5	23	-11
CCn1c(N)c(C(=O)NCCOC)sc1=S	-8	-0.3	-3.1	5	-1.7	4	-0.6	9	-8
CS(=O)(=O)c1cccc(C(=O)Nc2cccc(S(=O)(=O)N3CCCC3)c2)c1	-5	1.1	-3.0	-1	·	0	·	7	·
O=C(Nc1cccc(NC(=O)c2cccnc2Cl)c1)c1ccco1	-1	·	-2.8	-4	0.2	0	0.6	-1	-3
COc1cc(CNn2c(C)n[nH]c2=S)cc(Cl)c1OCC(=O)NC(C)(C)C	-9	-0.2	-1.0	5	1.0	-1	-0.2	-6	-7
CCOC(=O)c1c(C)n(C)c2ccc(O)c(S(=O)(=O)c3ccccc3)c12	·	·	-1.2	·	-1.9	2	-1.6	-1	-2
CCOC(=O)N=Nc1c(O)n(CC(=O)OC)c2ccccc12	-15	-1.6	-0.5	9	-0.9	-2	0.0	22	0
CC1CN(C(NC(=O)c2ccccc2)C(Cl)(Cl)Cl)CC(C)O1 (configuration not stated)	3	·	-2.3	12	·	7	0.6	0	0
C=CCn1c(O)c(C(CC)=NC2CC2)c(=O)[nH]c1=O	2	-1.2	-0.4	-4	-0.1	-2	-1.2	10	0
Cc1cccnc1NC(=O)CNC(=O)C1CCCCC1	-3	-1.0	-2.5	2	-0.9	1	-0.4	1	-7
COc1ccc(NC(=O)N2CCN(CCC#N)CC2)cc1	4	2.1	-2.1	-5	-1.0	5	0.4	-1	5

More structures
SMILES	PrPC surface inh	Mtb BioA inh	FadD28 FP inh	CCHFV vOTU inh	Mtb UGM inh	FBA Mtb inh	BoNT A protease	GDH-TPI counter	BoNT-F LC inh
Cc1nn(C(=O)CN2C(=O)c3ccccc3C2=O)c(C)c1Br	-5	·	0.4	-1	1.8	1	-0.3	0	-1
Cc1cc(OCCn2ccnc2)cc(C(C)C)c1	7	-0.1	-0.1	12	-0.9	-1	0.0	17	2
COc1cccc2c1cc1c(=O)n(CC(=O)NC3CCCCC3)nc(C)n12	·	-2.2	-3.7	·	-1.6	3	·	9	·
CCOc1ccc(NC2=CC(=O)CCC2)cc1	6	0.5	-1.4	1	-1.2	3	-2.3	14	-22
CC(=O)c1cccc(NC(=O)C2CCN(C(=O)c3ccccc3Cl)CC2)c1	-4	4.5	-4.0	-4	1.0	-2	2.8	-1	-4
CCOC(=O)C1CCN(C(=O)C23CC4CC(CC(C4)C2)C3)CC1	2	-1.6	-1.3	7	0.0	0	1.4	9	-1
COc1ccccc1N(CC(=O)N1CCCC1)S(=O)(=O)c1cc([N+](=O)[O-])ccc1Cl	-1	0.4	-1.5	0	3.7	-2	-3.3	1	-14
O=C(Cn1c(C(F)(F)F)nc2ccccc21)Oc1cccc(C(F)(F)F)c1	-2	0.0	-2.2	-5	0.6	2	1.1	9	8
O=C(Nc1cccc2ccccc12)/C(Cl)=C/c1ccccc1	1	-0.6	-3.0	11	-0.1	5	-0.8	-4	-12
O=C(O)CCn1nc(-c2ccc(F)cc2)cc(Cc2ccccc2)c1=O	·	2.6	-2.7	·	-2.8	8	-2.6	0	6
COc1cccc2c(=O)n(CC(=O)Nc3ccccc3F)ccc12	5	-0.6	2.6	1	-1.2	5	-0.9	16	-2
C=CCN1C(=O)C(O)(CC(=O)c2ccccc2)c2ccccc21 (configuration not stated)	1	2.4	0.6	4	-2.2	0	-1.0	1	11
CN1CCN(S(=O)(=O)c2ccc(Sc3nnc(-c4cccs4)n3-c3ccccc3)nc2)CC1	-8	2.3	-1.7	5	-1.9	-1	0.3	10	25
Cc1nc(NC(=O)CSc2nnc(C3CC3)n2C)sc1C(=O)N(C)C	-1	-0.4	-0.6	-2	-2.5	-1	-1.8	6	-3
CCN1CCN(CC(=O)Nc2cc(F)ccc2C)CC1	-5	7.1	1.0	18	-0.8	6	0.4	-3	-5

Following part.
SMILES	PrPC surface inh	Mtb BioA inh	FadD28 FP inh	CCHFV vOTU inh	Mtb UGM inh	FBA Mtb inh	BoNT A protease	GDH-TPI counter	BoNT-F LC inh
Cc1cc(C)c(C#N)c(SCS(=O)c2ccc(C(C)(C)C)cc2)n1 (configuration not stated)	10	0.0	-5.5	-3	-0.1	-6	0.3	6	-6
COc1cc(NC(=O)c2cccc(C)c2)c(OC)cc1NC(=O)CN1CCCCC1	4	·	0.1	4	0.7	-3	1.0	0	-5
COc1cc(NC(=O)c2cc(-c3ccccc3Cl)on2)cc(OC)c1OC	17	-1.0	-0.1	14	-0.9	0	-2.2	6	?
CCC(C)n1cnc2c(c1=O)c1nc3ccccc3nc1n2-c1ccc2c(c1)OCCO2 (configuration not stated)	-8	-1.6	-0.4	-7	8.8	5	3.0	5	13
COc1ccc(C(NC(=O)CN2CCCCCC2)c2ccc(OC)cc2)cc1	2	·	-0.7	3	-4.4	-1	-5.3	-1	-23
CCS(=O)(=O)NC(C)c1nnc2n1-c1ccc(Br)cc1C(c1ccccc1Cl)=NC2 (configuration not stated)	-8	-0.3	-2.2	2	0.1	3	·	-12	·
COc1cccc(NC(=S)NCc2ccc(F)cc2)c1	6	1.2	-1.7	-15	1.3	-8	-2.1	-2	?
COc1ccc(OCCOC(=O)CNC(=O)c2cccc(C)c2)cc1	11	-1.1	-1.2	13	0.5	4	?	8	?
COc1ccccc1NC(=O)N1CCCC1C(=O)NCC1CCCO1 (configuration not stated)	-6	·	0.0	3	-1.1	0	-0.1	1	-2
NC(=O)c1ccccc1N/C=C/C(=O)c1ccc(Cl)cc1Cl	-7	2.6	1.3	8	·	13	1.3	28	-14

Random draw from the library. Share with any hit: about 4.8%.
